AddAB inh – less growth of phage-infected E. coli with AddAB; E. coli expressing H. pylori AddAB, absorbance growth; inhibition, % at 11.9 µM; 330,000 tested, 0.29% active; AID 435030; in the data active = inhibition above about 12%;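 note: 0% = vehicle wells of infected cells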
HTR5A inv ag – inverse agonist of human HTR5A in OPRM1-OPRD1 counter-screen; 340,000 tested, 0.083% active; P47898; HTR5A cell line, luminescence, inverse agonism; inhibition, % at 9.3 µM; in the data active = inhibition mostly above about 23%, no sharp cut-off; inactive = mostly below about 18%;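 note: 0% = cells with DMSO and 100% = no-cell wells with DMSO; some compounds called inactive have numbers as strong as hits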
Target sequence (P47898 whole entry, looked up): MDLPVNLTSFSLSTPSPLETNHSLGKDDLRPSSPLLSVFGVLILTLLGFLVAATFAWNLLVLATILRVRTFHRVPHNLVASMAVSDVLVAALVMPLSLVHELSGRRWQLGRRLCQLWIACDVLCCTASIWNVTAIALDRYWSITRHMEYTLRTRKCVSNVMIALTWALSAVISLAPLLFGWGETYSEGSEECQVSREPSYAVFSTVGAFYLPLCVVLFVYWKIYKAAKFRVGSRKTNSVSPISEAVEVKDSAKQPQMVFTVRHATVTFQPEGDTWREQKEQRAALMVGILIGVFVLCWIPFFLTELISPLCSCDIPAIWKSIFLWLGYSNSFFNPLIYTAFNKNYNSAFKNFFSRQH
PKA-R2B activ – activates the human PKA-R2B holoenzyme complex. AID 504700. 340,000 tested, 0.079% active. activation, % at 11.4 µM. PKA-R2B holoenzyme dissociation, Cy5-IP20 fluorescence polarization; R2B truncated from residue 108, S112A mutant; 0% DMSO only, 100% 113 µM cGMP. P22694+P31323;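 active = activation above a cutoff set at the mean over all compounds plus 3 SD, cut at about 18% in these data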;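 note: higher means more holoenzyme dissociation and a rise in polarization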
Target sequence (P31323 whole entry, looked up, other chains not shown, the tested form may be a part): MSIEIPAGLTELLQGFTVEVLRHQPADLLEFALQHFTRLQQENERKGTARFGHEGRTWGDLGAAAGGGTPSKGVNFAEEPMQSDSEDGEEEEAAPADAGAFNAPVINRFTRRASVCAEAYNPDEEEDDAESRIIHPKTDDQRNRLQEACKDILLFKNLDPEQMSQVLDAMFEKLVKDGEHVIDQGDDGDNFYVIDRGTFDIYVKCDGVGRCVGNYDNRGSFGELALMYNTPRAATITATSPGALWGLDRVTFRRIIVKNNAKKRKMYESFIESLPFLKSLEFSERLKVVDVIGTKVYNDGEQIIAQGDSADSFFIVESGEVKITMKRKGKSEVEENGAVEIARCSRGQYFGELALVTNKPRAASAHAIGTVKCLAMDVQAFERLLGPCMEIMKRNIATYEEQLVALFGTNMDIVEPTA
PKA-R1A activ – PKA-R1A complex activation; P00514+P68181; PKA-R1A dissociation, Cy5-IP20 fluorescence polarization; scaled: DMSO 0%, 113 µM cGMP 100%; activation, % at 11.4 µM; 340,000 tested, 0.083% active;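 active = percent activation above the mean of all tested compounds plus 3 SD, cut at about 19% in these data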;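 note: higher means more PKAc released from R1A so a rise in polarization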
Tat export inh – E. coli Tat transport inhibition; E. coli MC4100 TorA-mCherry Tat export, fluorescence; inhibition, % at 10 µM; 340,000 tested, 0.036% active;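 active = mean replicate inhibition at least 50% and at least half of replicates individually reaching 50%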;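 note: exported cargo escapes ClpAP degradation while cytoplasmic cargo is degraded and loses fluorescence; 0% = median of neutral control wells and 100% = median of NaSCN control wells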
phage Ecoli inh – E. coli growth loss with phage present | AID 651602 | inhibition, % at 11.9 µM | 360,000 tested, 0.26% active | growth absorbance; in the data active = inhibition above about 11%
SUMO Mot1 rescue – blocks SUMOylation pathway, rescuing yeast Mot1-301 growth; 320,000 tested, 1% active; growth rescue, % at 18.8 µM; S. cerevisiae Mot1-301 growth rescue, ATP luminescence, 38.5C; percent above DMSO median, 100 means doubled;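 active = every valid replicate shows activation above 250% relative to neutral control wells; inactive = the rest, any valid replicate at or below 250%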;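 note: OY570 slx delta 5 strain wells were the positive control but not used for scaling; some compounds called inactive have numbers as strong as hits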
MOR-DOR inv ag – inverse agonist of human OPRM1-OPRD1 heterodimerization; cell-based MOR-DOR heterodimer luminescence, inverse agonism; 340,000 tested, 0.21% active; P35372+P41143; inhibition, % at 9.3 µM; in the data active = inhibition above about 22%, passing the limit was not always enough;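 note: 0% = cells with DMSO and 100% = wells without cells with DMSO; values of inactives mirror those of a sister screen read the other way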
PfHsp90 yeast 2 – inhibits growth of yeast expressing Plasmodium falciparum Hsp90; S. cerevisiae expressing PfHsp90, BacTiter-Glo ATP, 48 h; yeast lacking PDR1 and PDR3 efflux regulators; inhibition, % at 9.4 µM; 310,000 tested, 0.32% active; AID 504621;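 active = every replicate shows inhibition above about 80%, whatever the replicate mean, limit read from the data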;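 note: 0% = DMSO neutral controls and 100% = 20 µM radicicol positive controls; yeast relying on Plasmodium falciparum Hsp90 in place of its own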
OPRM1-OPRD1 ag – agonists of human mu-delta opioid receptor heterodimerization. cells, OPRM1-OPRD1 heterodimerization, luminescence. 340,000 tested, 0.3% active. activation, % at 9.3 µM; in the data active = activation above about 18%;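 note: 0% = vehicle-treated cells and 100% = reference agonist; values of inactives mirror those of a sister screen read the other way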
Ecoli viability – counter-screen for AddAB inhibitors: E. coli growth inhibition. E. coli V3065 growth, OD600 absorbance, 18 h. inhibition, % at 11.9 µM. 330,000 tested, 0.27% active;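 active = inhibition above the campaign's mean inhibition across all tested compounds plus 3 SD, cut at about 9.9% in these data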;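 note: uninfected addAB+ strain grown without phage in ampicillin broth; 0% = DMSO wells and 100% = ciprofloxacin 0.95 µg/ml wells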
An asterisk follows results filed as active; . = no result given.

No.	mol	AddAB inh	HTR5A inv ag	PKA-R2B activ	PKA-R1A activ	Tat export inh	phage Ecoli inh	SUMO Mot1 rescue	MOR-DOR inv ag	PfHsp90 yeast 2	OPRM1-OPRD1 ag	Ecoli viability
1	CCOC(=O)c1sc(NC(=O)CSc2ccccn2)c(C#N)c1C	1.4	-5	-1	2	-11	-0.8	18	-3	16	0.5	1.2
2	CCOc1ccc(CNC(=O)CCc2cn(C)c3ccccc23)cc1	0.3	-4	1	-1	10	1.0	167	11	12	-2.3	-2.9
3	Cc1ccc(C(=O)NNC(=O)COC(=O)COc2ccccc2C#N)cc1	2.1	1	8	-1	-6	0.5	.	-1	34	0.1	1.2
4	c1ccc(-c2nnc(SCc3nc4ccccc4[nH]3)n2Cc2ccco2)nc1	3.4	13	5	-5	6	3.7	14	15	18	-2.8	-1.3
5	CCOc1[nH]n(-c2ccccc2)c(=O)c1C=Nc1ccc(C)cc1	-0.5	-7	-1	-9	-4	2.0	448	6	2	-1.0	0.1
6	Fc1ccc(-n2c(-c3cccs3)nc3nc4ccccc4nc32)cc1	-0.3	4	-7	-9	0	3.2	137	17	-27	-3.2	0.8
7	O=C(Cc1coc(-c2ccc(F)cc2)n1)Nc1ccccc1	-1.9	0	-7	6	2	2.8	322	2	15	-0.4	3.0
8	COC(=O)c1ccc(NC(=O)C(=O)c2cccn2C)cc1	1.9	8	-1	-4	1	4.9	-52	0	26	0.0	1.3
9	COc1ccc(NC(=O)CCC(=O)c2ccc(-c3ccccc3)cc2)cc1	-2.1	-12	-1	-2	-3	-0.1	.	-21	-23	3.5	-1.8
10	COc1ccc(S(=O)(=O)NCc2ccc(C)cc2)cc1	-0.5	-30	3	-19	2	1.5	21	2	-24	-0.4	0.3
11	O=C(Cc1ccc(Cl)cc1)Nc1ccc(N2CCN(C(=O)c3ccco3)CC2)c(Cl)c1	4.8	1	1	-9	-4	3.6	105	-8	16	1.4	-0.3
12	COc1ccccc1N(CC(=O)NCCSCc1ccc(Cl)cc1)S(C)(=O)=O	-2.2	-5	-2	-9	-5	1.0	-9	12	6	-2.6	-2.6
13	COc1cc(C(C)=O)ccc1OCc1cc(C(=O)N2CCSCC2)no1	1.6	1	5	5	8	0.8	42	17	-14	-3.2	-0.7
14	O=C(NCCc1c[nH]c2ccccc12)/C(=C\c1cccnc1)NC(=O)c1ccccc1F	0.2	-17	2	-6	0	1.6	-17	-4	-6	0.8	-0.5
15	Cc1cc(=O)[nH]c(SCC(=O)N(CCC#N)c2ccccc2)c1C#N	1.0	-17	1	1	2	4.0	7	10	10	-2.0	0.2
16	C=CCN1C(=O)c2ccc(C(=O)N(C)CC(=O)Nc3ccccc3Br)cc2C1=O	1.5	2	3	11	-2	1.4	3	11	-5	-2.1	-1.4
17	CCOc1ccc(NC(=O)c2cccc(NC(C)=O)c2)cc1S(=O)(=O)N1CCCC1	.	-13	15	-3	-9	0.7	.	6	-4	-0.9	.
18	COc1ccc(S(=O)(=O)NC(CC(=O)NCc2ccco2)C(C)C)cc1 (stereo not drawn)	2.8	16	5	3	-3	2.5	-1	9	-22	-1.8	0.4
19	FC(F)(F)c1cccc(N2CCN(C(=S)NCC3CCCO3)CC2)c1 (stereo not drawn)	-0.6	-14	4	-11	7	6.5	12	-2	-16	0.3	-3.6
20	CCN(CC)S(=O)(=O)c1ccc2c3c(cccc13)C(=O)N2	-2.8	-20	-9	3	8	1.6	5	12	-19	-2.2	0.0
21	Cc1ccc(S(=O)(=O)N2CCCC2)cc1[N+](=O)[O-]	-0.5	8	-9	-7	2	2.9	9	11	20	-1.8	-1.3
22	O=C(Cc1cccs1)Nc1nc(-c2ccc(F)c(F)c2)cs1	3.6	-28	-5	5	-4	2.2	20	-30	7	5.5	-2.0
23	Cc1ccc(N(CC(=O)O)S(C)(=O)=O)cc1Cl	0.2	-10	2	-3	1	2.5	-18	6	5	-1.0	0.8
24	N#CN(CC(N)=O)c1nc(N2CCCCC2)nc(N2CCCCC2)n1	1.9	4	-10	-8	2	-0.8	211	11	10	-2.4	-1.7
25	Cc1ccc(C(CNS(=O)(=O)c2ccc(F)cc2)N2CCN(C)CC2)cc1 (stereo not drawn)	2.1	20	-3	1	-1	3.2	3	11	-4	-1.6	-0.3
26	O=C(C1CCC(=O)N1C1CCCCC1)N1CCN(c2ccc(F)cc2)CC1 (stereo not drawn)	4.9	-2	-3	-6	-5	3.1	-15	-16	.	2.7	-0.8
27	CSc1ccc(CNCCCSc2ncccn2)cc1	4.7	16	-3	-12	4	2.5	31	-6	2	1.2	-0.9
28	Cc1ccc(-c2n[nH]c(=O)c3ccccc23)cc1S(=O)(=O)Nc1ccc(F)cc1	-1.4	-11	0	-20	3	-1.0	8	9	9	-1.7	1.8
29	Cc1ccc(C(=O)Nc2ccccc2N2CCCC2)cc1S(=O)(=O)N1CCOCC1	-0.3	5	1	2	4	4.0	-1	17	-5	-4.0	-1.4
30	CCOC(=O)C1CCCN(C(=O)CC(C)c2ccccc2)C1 (stereo not drawn)	1.9	-17	-5	18	-6	1.6	3	5	-11	-1.0	0.9
31	NC(=O)C1CCN(CC(=O)c2c[nH]c3ccc(F)cc23)CC1	2.1	19	-11	1	0	2.4	-5	-5	13	0.9	2.0
32	CCCn1c(N)c(N(CCOC)C(=O)c2ccccc2F)c(=O)[nH]c1=O	-1.4	-13	-10	-2	-6	-1.8	110	23	-7	-4.4	-3.5
33	CCn1c(C)nc2cc(C(=O)NNC(=O)CCC3CCCC3)ccc21	1.6	7	-2	-7	6	2.7	-6	6	-2	-1.0	-2.8
34	CC(C)(C)N(Cc1ccccc1)C(=O)CN1C(=O)NC2(CCCCCC2)C1=O	-1.6	-3	0	1	2	1.2	-2	-5	8	1.3	-2.1
35	Cc1nc(SCC(=O)Nc2ccc(F)cc2)c(C#N)c(C)c1CC(=O)c1ccc(Br)cc1	1.6	18	6	2	-13	1.6	-13	14	13	-2.6	1.6
36	Cn1c(C(C#N)C(=O)Cc2cccc3ccccc23)nc2ccccc21 (stereo not drawn)	-1.1	-19	-1	-5	-4	1.5	0	4	-20	-0.8	2.2
37	O=C(/C=C/c1ccccc1)NC(=O)c1ccccc1O	-0.3	19	-5	-4	7	4.1	114	15	13	-2.9	0.2
38	CC(C)N(Cc1ccccc1)C(=O)COC(=O)c1cc[n+]([O-])cc1	2.7	2	-10	-2	-7	2.6	0	3	2	-0.6	0.9
39	CCOC(=O)c1ccccc1NC(=O)c1ccc2nc[nH]c2c1	-0.9	-1	-8	-10	0	2.5	-10	-9	-1	1.7	0.4
40	O=C(NCCc1cccs1)c1ccc(Cl)c(Cl)c1	2.5	-1	1	-3	3	3.1	1	-14	20	2.7	1.6
41	Cc1cc(C(=O)NCc2cccnc2)n(-c2ccccc2)n1	2.6	-32	4	-8	4	2.4	-1	3	0	-0.6	0.5
42	O=C(CCC(=O)N1CCN(S(=O)(=O)c2ccc([N+](=O)[O-])cc2)CC1)N1CCOCC1	-1.6	-13	-6	11	-3	3.8	6	-27	12	6.2	-3.0
43	COc1ccccc1OC(=O)C1CC(=O)N(c2ccc(Cl)cc2)C1 (stereo not drawn)	0.3	-1	-2	-12	7	-0.3	-12	-11	.	2.3	0.7
44	COC(=O)c1ccc(OC)c(CSc2nnc(-c3ccc(C)cc3)o2)c1	.	3	-11	-9	-2	0.5	.	17	0	-3.1	.
45	N#Cc1ccc(N2C(=O)[C@@H]3C(C(=O)C(c4ccccc4)c4ccccc4)=NN[C@@H]3C2=O)cc1	3.9	-13	-3	8	6	4.2	-2	1	-13	-0.2	-0.2
46	CSc1ccccc1-n1nnnc1SCC(=O)Nc1cc(C)ccc1C	1.0	9	2	-10	5	2.6	7	12	-4	-2.3	1.3
47	COc1ccc(CN2C(=O)Cc3c2nc(N)c2c(N)nc(N4CCOCC4)c(C#N)c32)cc1	0.4	10	7	1	4	-1.5	132	0	-7	0.0	-1.8
48	Cc1ccccc1N1CC(C(=O)Nc2nnc(SCc3cccnc3)s2)CC1=O (stereo not drawn)	1.1	15	-1	-2	4	0.5	0	21	-14	-3.9	0.0
49	CNC(=O)COC(=O)c1ccc(NS(=O)(=O)c2ccc3c(c2)OCCO3)cc1	2.2	-1	4	-12	4	1.9	12	8	6	-1.6	0.4
50	COc1ccc(C(=O)Nc2ccc(N3CCN(C(=O)c4cccs4)CC3)cc2)cc1Br	0.8	-18	-4	-11	-3	2.7	5	2	14	-0.4	1.4
51	Cc1ccc(C)c(S(=O)(=O)N2CCCCC2CCNC(=O)C(=O)NCc2ccccn2)c1 (stereo not drawn)	0.9	9	14	-3	-7	1.9	-28	16	.	-3.0	-1.6
52	CCOC(=O)c1c(NC(=O)Cn2nnc3ccccc32)sc2c1CCC(C)C2 (stereo not drawn)	0.2	-4	-1	4	-4	2.8	-1	-11	22	2.4	-3.2
53	COc1ccc(C2C(=O)NN=C2C)cc1 (stereo not drawn)	.	18	0	-10	3	1.9	.	12	2	-2.8	.
54	Cc1ccccc1C(=O)NCC(=O)Nc1ccccc1C(F)(F)F	-1.0	-18	-6	-23	-4	3.3	-1	5	-13	-0.9	1.5
